ERK EGF inh – inhibitors of EGF-stimulated ERK signaling pathway | HEK293-V1b, EGF-stimulated phospho-ERK AlphaScreen | Potency, µM (series often up to 11.5 µM), inactives show at the top dose activity change, negative = inhibition, hits mostly inhibitors | 130,000 tested, 0.41% active; active means well fitted inhibition curve with a large enough effect; inconclusive means small, poorly fitted or top-dose-only effect, or effect the other way;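 further: plate controls were stimulated vehicle wells for no effect and unstimulated vehicle basal for full effect; nearly all actives have a fitted effect of over 55% in size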
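Homogeneous cell-based phospho-ERK assay: HEK293/V1b cells in 1% FBS, compound 30 min then EGF 5 min, AlphaScreen luminescence. Activity normalized between DMSO and 25 nM EGF controls; AC50 from Hill modelling.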
Starred values were filed as active, the others as inactive; ? = inconclusive; [ ] = another dose, or the depositor's remark. Potency means the concentration at half of the fitted maximal effect.

SMILES | ERK EGF inh
C/C(=N/NS(=O)(=O)c1ccc(C)cc1)c1ccc(NC(=O)C(F)(F)F)cc1 | -17%
CCOc1ccccc1OCCCC(=O)Nc1nc2ccccc2[nH]1 | 4%
COCCNC(=O)c1ccc(C)cc1C | -9%
Cc1cc(Cl)ccc1OCC(=O)N[C@@H](Cc1ccccc1)c1nc2ccccc2[nH]1 | -11%
CN1CCCN(C(=O)CNC(=O)Cc2ccccc2)CC1 | -3%
CCOc1ccc(N2C(=O)c3ccc(C(=O)OCC(=O)N(CC)C4CCS(=O)(=O)C4)cc3C2=O)cc1 (centres undefined) | -6%
COc1ccc(/C(C)=N/NC(=O)CNC(=O)Cc2ccccc2)c(OC)c1 | 4%[57.5 µM]
O=c1[nH]c(/C(Cl)=C/c2cccc(F)c2)nc2cc(C(F)(F)F)ccc12 | -3%
O=C(c1ccco1)N1CCN(c2ncnc3c2nnn3Cc2ccccc2Cl)CC1 | -1%
Cc1nc(-c2ccccc2)nc(Cl)c1Cl | 1%
CC(=O)Oc1cc(-c2coc3cc(OC(C)=O)c(OC(C)=O)c(OC(C)=O)c3c2=O)cc(OC(C)=O)c1OC(C)=O | 8%
CC1(C)CC2CC(C)(CN2S(=O)(=O)c2ccc(C(=O)Nc3cc(S(=O)(=O)N4CCOCC4)ccc3Cl)cc2)C1 (centres undefined) | 3%

Next section; it opens with the two that closed the last part.
SMILES | ERK EGF inh
CC(=O)Oc1cc(-c2coc3cc(OC(C)=O)c(OC(C)=O)c(OC(C)=O)c3c2=O)cc(OC(C)=O)c1OC(C)=O | 8%
CC1(C)CC2CC(C)(CN2S(=O)(=O)c2ccc(C(=O)Nc3cc(S(=O)(=O)N4CCOCC4)ccc3Cl)cc2)C1 (centres undefined) | 3%
C/C(=N\Nc1nc2ccccc2s1)c1cccs1 | 18%
Cc1ccc(S(=O)(=O)c2cnc(-c3ccccc3)nc2N2CCN(C)CC2)cc1 | -18%
CN1CCN(c2nc(-c3ccc(Cl)s3)cs2)CC1 | 2%
CCOC(=O)Cc1c(C)nc(SC)[nH]c1=O | 9%
Cc1ccc(CN2CCN(Cc3ccncc3)CC2CCO)o1 (centres undefined) | -6%
CN(c1cccc(NS(=O)(=O)c2ccccc2)c1)S(C)(=O)=O | 17%
C=C(C)Cn1c(SCCN2CCOCC2)nc2c1c(=O)[nH]c(=O)n2C | -3%
COc1ccc(CN2CC(C(=O)NCCC(C)C)CC2=O)cc1 (centres undefined) | 11%
COc1ccc(-c2[nH]ncc2N=Nc2ccccc2)cc1 | ?
O=C(Oc1ccc(-c2ccccc2)cc1)C1C2CCCCC21 (centres undefined) | -11%
Cc1ccc(Cn2nc(C)c(NC(=O)C3(C)CC3(Br)Br)c2C)cc1 (centres undefined) | -2%
COC(=O)c1cnc(Oc2ccc(NC(=O)NC(=O)c3c(OC)cccc3OC)cc2)cc1C(F)(F)F | -5%[57.5 µM]
Cc1ccc(C(=O)COC(=O)c2c(C)cc(=O)oc2C)cc1[N+](=O)[O-] | -7%
CC(=O)Nc1cccc(NC(=S)Nc2cccc(Cl)c2Cl)c1 | 2%
CCCNC(=O)NC(=O)CSc1nncs1 | 5%
CCOc1ccc(NC(=O)CC2C(=O)N(CC)C(=S)N2NC(=O)c2ccncc2)cc1 (centres undefined) | 2%[57.5 µM]
CS(=O)(=O)Oc1ccc(Br)c2cccnc12 | 4%[57.5 µM]
Cc1ccn2cc(-c3cccc(NC(=O)c4cccs4)c3)nc2c1 | 0%
N#Cc1ccc(CN2CC3(CCN(C(=O)c4cnccn4)CC3)C2)cc1 | -1%
CCCC12CN3CCN(CC(C3)/C1=N\NC(=O)c1ccc(C(C)(C)C)cc1)C2 | 3%
COc1cc(C2NC(=O)C(C#N)=C(S)N2c2ccccc2)ccc1OC(C)C (centres undefined) | -5%
COC(=O)C1=C(C)NC(c2c(O)ccc3ccccc23)C(C(=O)OC)=C1C (centres undefined) | 2%
Cc1[nH]ncc1-c1ccccc1Cl | 2%[57.5 µM]
COC(=O)[C@@]1(Cc2ccc(F)cc2)[C@H]2c3cc(C(=O)N4CCCC4)n(Cc4ccc(Cl)c(C(F)(F)F)c4)c3C[C@H]2CN1C(=O)c1ccccc1 | -5%

Ordered by count of non-hydrogen atoms (falling): part of the list above.
SMILES | ERK EGF inh
CC(=O)Nc1cccc(NC(=S)Nc2cccc(Cl)c2Cl)c1 | 2%
CS(=O)(=O)Oc1ccc(Br)c2cccnc12 | 4%[57.5 µM]
Cc1[nH]ncc1-c1ccccc1Cl | 2%[57.5 µM]

Going on with the list:
SMILES | ERK EGF inh
CC[C@H]1C2=C3C(CC[C@H]4C(OC)OC[C@](C)([C@@H]34)N(C(=O)OC(C)(C)C)C2)C(CO)C1CO (some centres undefined) | 5%
COc1ccc(N2C(=O)/C(=C3/C=CC=CN3C)SC2=S)cc1 | -2%
OCCCNc1nc(-c2ccc(Cl)cc2)nnc1-c1ccccc1 | 4%
c1ccc2c(NC3C4CC5CC(C4)CC3C5)nc(N3CCOCC3)nc2c1 (centres undefined) | -8%
Cc1cccc(-n2cnc(C(=O)N3CCN(C)CC3)c2)n1 | -12%
COc1ccc(C2OC3C(CO)OC(n4cnc5c(=O)[nH]c(N)nc54)C3O2)cc1 (centres undefined) | 34%
O=C(OCC(=O)N1CCc2ccccc21)c1ccc[nH]c1=O | 3%
CC(Cc1c[nH]c2ccccc12)NC(=O)OCCCl (centres undefined) | -2%
COc1ccc(Cl)c2c1[nH]c1nc(SCc3cccnc3)nnc12 | 4%
N=c1n(CCCOc2ccc(F)cc2)c2ccccc2n1CC(N)=O | 18%[57.5 µM]
COc1ccc(S(=O)(=O)CCC(=O)Nc2cccc(OC)c2)cc1 | -3%
Oc1c(CN2CCN(c3ccccc3)CC2)cc(Br)c2cccnc12 | -7%[57.5 µM]
CC(C)(C)S(=O)(=O)/C(C#N)=N/Nc1ccc(S(C)(=O)=O)cc1 | 8%
Cc1ccccc1N1C(S)=C(C#N)C(=O)NC12CCCCC2 | 32%
CC(OC(=O)c1ccc2c(=O)n3c(nc2c1)CCCCC3)C(=O)Nc1ccc(F)cc1Cl (centres undefined) | 1%
COc1ccc(/C=C/C=N/NC(=O)COc2ccc(OC)cc2)cc1 | 4%
Cc1cccc(/N=C/c2sc3ccccc3c2O)n1 | 4%[57.5 µM]
Cc1cc(N(CCO)CCO)ccc1N=Nc1cc(F)ccc1F | ?
CCC12C(=O)C(CC)(C(c3ccccc3)=C1c1ccccc1)[C@@H]1C(=O)N(c3ccc(C)cc3)C(=O)C12 (some centres undefined) | -14%
COc1ccccc1NC(=O)Cc1noc(CSc2nnc(C)n2C)n1 | 4%
CC(C)N1C(=O)CCC1C(=O)N1CCN(c2ccccn2)CC1 (centres undefined) | -2%
CCOc1ccc(-n2c(SCC(=O)Nc3cc(OC)c([N+](=O)[O-])cc3C)nc3ccccc32)cc1 | 2%
Cc1ccccc1CO/N=C/c1[nH]ncc1Br | 10%[57.5 µM]
Cc1ccc(S(=O)(=O)Nc2ccccn2)cc1[N+](=O)[O-] | 4%
NS(=O)(=O)c1ccc(CCNC(=O)CSc2nc3ccccc3c3nc(CCN4CCCCC4)nn23)cc1 | 4%
Oc1ccccc1N=Nc1ccccc1O | -10%
CCOC(=O)c1sc(Nc2nc3ccc(OC)cc3s2)cc1C | 20%
COc1ccc2[nH]c(=O)c(CNC3CCCCC3)cc2c1 | 0%[57.5 µM]
CN(C)c1cccc(C(=O)NCc2ccc(Cl)cc2)c1 | -4%
N=c1c2c(-c3ccccc3)c(-c3ccccc3)n(Cc3ccco3)c2ncn1CCO | -5%
COc1ccc(NC(=O)COc2cccnc2[N+](=O)[O-])cc1OC | -1%
CC(C)(C)NC(=O)NC(=O)COC(=O)Cc1c(F)cccc1Cl | -7%
Cc1ccc(-c2nc(N)sc2-c2ccc(C)cc2)cc1 | ?
Cc1nc2ccccc2n1CC(=O)NC(C)C1CC2CCC1C2 (centres undefined) | -15%
CCC(C)NC(=O)CCc1nc2ccccc2n1-c1ccccc1 (centres undefined) | 9%
CCn1c(=O)c2cc(C(=O)N(C)c3ccccc3F)sc2c2ccccc21 | 0%[57.5 µM]

Given comma-delimited: two of the compounds above.
canonical_smiles,ERK EGF inh
N=c1c2c(-c3ccccc3)c(-c3ccccc3)n(Cc3ccco3)c2ncn1CCO,-5%
COc1ccc(NC(=O)COc2cccnc2[N+](=O)[O-])cc1OC,-1%

(listing goes on)
SMILES | ERK EGF inh
N#CCc1ccc(NS(=O)(=O)c2ccc(N3CCCC3=O)cc2)cc1 | -3%
C=CC#CC1(O)CC(C)N(C)CC1C (centres undefined) | -8%
O=[N+]([O-])c1ccc(-c2nc(-c3ccc(F)cc3)c(-c3ccncc3)[nH]2)cc1 | ?
COC(=O)c1c(NC(=O)Cc2ccccc2)sc2c1C(C(=O)OC)CC2 (centres undefined) | -2%
Cc1[nH]nc(S(=O)CC(=O)O)c1[N+](=O)[O-] (centres undefined) | -10%
Cc1cccn2c(=O)c(C=O)c(Cl)nc12 | -5%[57.5 µM]
COc1ccc(Cl)cc1S(=O)(=O)NC1CC(C)(C)NC(C)(C)C1 | -3%
C/C(=N\NC(=S)NC(C)C)c1cccc([N+](=O)[O-])c1 | 2%
CCCc1[nH]n(-c2ccc([N+](=O)[O-])cc2)c(=O)c1C(C)=NCc1ccncc1 | -1%[57.5 µM]
FC(F)Oc1ccc(NC(=S)NCCc2ccccn2)cc1 | -6%
CCN(CC)c1ccc2cc(C#N)c(=O)oc2c1 | -14%
CC1CC(C)CN(C(=O)CSc2nc(N)cc(=O)[nH]2)C1 (centres undefined) | 5%
Cc1cccn2c(=O)c(/C=N/O)c(N3CCOCC3)nc12 | 5%
COC(=O)c1cn(C(=O)c2cccc(C)c2)c2ccccc12 | 0%
O=C(CCSc1ccc(Cl)cc1)NCc1ccccn1 | 0%
O=C(Nc1c(C(=O)c2ccccc2)oc2ccccc12)c1cc(-c2ccccc2O)n[nH]1 | -2%
O=c1c(C(c2ccc(Br)cc2)c2c(O)nc3n(c2=O)CCCS3)c(O)nc2n1CCCS2 | -10%[57.5 µM]
CCCc1cc(=O)[nH]c(SCC(=O)Nc2ccc(Br)cc2Br)n1 | 11%
NC(=S)N/N=C1\CCSc2ccc(Cl)cc21 | -54%[57.5 µM]
CS(=O)(=O)c1cnc2c(-c3ccsc3)cnn2c1N | -20%
COc1cccc(C2CCCCN2Cc2nc(-c3ccc(C)o3)oc2C)c1 (centres undefined) | 4%
Cc1ccccc1C(=O)c1c[nH]c(C(=O)N2CCN(c3ccccc3F)CC2)c1 | 2%
COc1ccc(-n2c(SCC(=O)Nc3cc(C(=O)O)ccc3C)nc3ccccc3c2=O)cc1Cl | 6%[57.5 µM]
COC(=O)c1ccccc1NC(=O)Nc1nnc(N2CCCCC2C)s1 (centres undefined) | 4%
CSc1ccc(CN(C)CC(=O)NCc2ccc(F)cc2)cc1 | -4%
CCOCCCNC(=O)C(c1ccc(OC)cc1)N(Cc1cccs1)C(=O)CNC(C)=O (centres undefined) | -1%
CNC(=S)N/N=C/c1cn(CCOc2cccc(OC)c2)c2ccccc12 | 0%
Cc1cc(C(C)(C)C)cc(C)c1N | -8%
Cc1cc(C)n(CCC(=O)N/N=C/c2ccccc2O)n1 | 11%
Clc1ccc(-n2cc(COCc3ccccc3)nn2)cc1 | 2%
CC(C(=O)Nc1ccc(S(=O)(=O)N2CCCCC2)cc1)N1CCN(c2ccccn2)CC1 (centres undefined) | 3%
CC(=O)CSc1nc2ccccc2o1 | -3%
CNC(=O)N(O)C1N(/N=C/c2cccnc2)C(=S)SC1(C)C (centres undefined) | -2%[57.5 µM]
O=C1CSC(c2cccc([N+](=O)[O-])c2)N1c1ccccc1 (centres undefined) | -4%
O=S(=O)(NC1c2cccc3cccc(c23)C1Sc1ncccn1)c1ccc(Cl)cc1 (centres undefined) | 1%
C/C=C/C(=O)N1CC2(CC(c3cccc(NC(=O)CCCCC)c3)=NO2)C[C@H]1C(N)=O (some centres undefined) | -2%[57.5 µM]
CCc1ccc(N2CCN(C(=O)N3CCOCC3)CC2)cc1 | -5%
CN(C)c1ccc(NC(=O)CSc2n[nH]c(-c3ccco3)n2)cc1 | 3%
COc1ccc(-n2c(=O)c(C)nc3cnc(Nc4ccccc4)nc32)cc1 | 1%
CCCCC1(O)CC(C(F)(F)F)=NN1C(=O)COc1ccccc1 (centres undefined) | 1%
CC(C)OC(=O)/C(=C\c1ccccc1)NC(=O)c1ccccc1 | 2%
Cc1ccc(-c2nn(-c3ccccc3)cc2C(=O)Nc2ccc(C)c(S(=O)(=O)N3CCOCC3)c2)cc1 | -4%
CCn1cc(CNC(=S)Nc2cccc3ccccc23)cn1 | -2%
O=C(NC(c1ccccc1)c1ccccn1)c1cccc([N+](=O)[O-])c1 (centres undefined) | 11%
OCCNc1cc(Cl)ncn1 | -4%[57.5 µM]
Cc1cc(-c2nc3ccccc3[nH]2)ccc1N | 6%
CCc1nc2ccccc2[nH]c1=O | -14%[57.5 µM]
O=C(c1ccc(S(=O)(=O)Cc2ccccc2F)c([N+](=O)[O-])c1)N1CCCC1 | 3%
CCC1C(=O)NCCN1C(=O)c1ccccc1OC1CCN(S(C)(=O)=O)CC1 (centres undefined) | 25%
O=C(CSc1nc2ccccc2c(=O)[nH]1)c1ccccc1 | -15%
Cc1noc(C)c1C(=O)N(C)Cc1ccccc1 | -14%[57.5 µM]
Cn1nc(C(F)(F)F)c2cc(C(=O)N3CCOCC3)sc21 | -10%

A section from further up, for reference:
SMILES | ERK EGF inh
O=C(c1ccc(S(=O)(=O)Cc2ccccc2F)c([N+](=O)[O-])c1)N1CCCC1 | 3%
CCC1C(=O)NCCN1C(=O)c1ccccc1OC1CCN(S(C)(=O)=O)CC1 (centres undefined) | 25%
O=C(CSc1nc2ccccc2c(=O)[nH]1)c1ccccc1 | -15%
Cc1noc(C)c1C(=O)N(C)Cc1ccccc1 | -14%[57.5 µM]
Cn1nc(C(F)(F)F)c2cc(C(=O)N3CCOCC3)sc21 | -10%

Screening data from PubChem BioAssay.

These rows are one share of the data (hit frequency here may not be typical).
